# Source: PubChem (National Center for Advancing Translational Sciences (NCATS))
# EPAC1 antagonist: EPAC1 (human) antagonism; Potency, µM (highest dose often 115 µM), without a hit: at the top dose activity change, negative = inhibition, actives largely listed as inhibitors; 0.14% of 360,000 active; O95398; EPAC1 GEF assay, Rap1b-BODIPY-GDP exchange fluorescence;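 also: potency is read from the fitted curve at half-maximal effect; plate controls were vehicle for no effect and positive control for full effect; nearly all actives have a fitted effect of over 50% in size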
# PI5P4Ka inh: PI5P4K alpha (human) kinase inhibition. PI5P4Kalpha enzyme, ADP-Glo luminescence, 60 min; active compounds read low. max response, %. 1.2% of 330,000 active; active = max response of -50% or lower; inconclusive = between -30% and -50%; inactive = -30% or higher; also: value at the top dose of about 77 µM; % is scaled to controls: 0 for no effect and ±100 for the full control effect
# Target sequence (P48426 whole entry, looked up): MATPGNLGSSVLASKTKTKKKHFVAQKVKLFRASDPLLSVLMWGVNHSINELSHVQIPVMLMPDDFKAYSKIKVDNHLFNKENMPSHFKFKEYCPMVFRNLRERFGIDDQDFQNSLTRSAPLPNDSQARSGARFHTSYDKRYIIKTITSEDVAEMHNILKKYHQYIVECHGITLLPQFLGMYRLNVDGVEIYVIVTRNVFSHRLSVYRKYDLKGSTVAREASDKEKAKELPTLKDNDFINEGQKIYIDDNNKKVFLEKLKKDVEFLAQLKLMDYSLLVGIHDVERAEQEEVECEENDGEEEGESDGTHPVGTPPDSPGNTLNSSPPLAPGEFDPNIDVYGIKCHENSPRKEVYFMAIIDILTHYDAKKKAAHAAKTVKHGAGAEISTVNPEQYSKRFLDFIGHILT
#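 Human PI5P4Kalpha with substrate in 0.038 M HEPES pH 7.4, 0.28 mM EGTA, 0.1% CHAPS, 5% DMSO; reaction started with 5 microM ATP (final), 60 min at room temperature. ADP formed read by ADP-Glo luminescence.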
# EPAC1 ag: EPAC1 (human) agonism. 0.073% of 360,000 active. AID 720707. O95398. EPAC1 agonist qHTS, biochemical assay; response scale: 100% = response to 6.5 mM cAMP. Potency, µM (doses to about 154 µM), for the others: at the highest dose activation, usual class: activators; also: potency is read from the fitted curve at half-maximal effect; nearly all actives have a fitted effect of over 60% in size
#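 Read-out is the fluorescence drop as BODIPY-GDP leaves Rap1B (480 nm excitation, 540 nm emission), recorded every 5 minutes over 30 minutes. Reactions held 100 nM EPAC1, 250 nM Rap1B–BODIPY-GDP and 50 uM GDP, with 6.5 mM cAMP setting full activation.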
# EPAC2 antagonist: EPAC2 (human) antagonism. Q8WZA2. EPAC2 GEF exchange of Rap1B-BODIPY-GDP, fluorescence. Potency, µM (highest dose often 114 µM), for inactives: at the highest dose activity, negative = inhibition, hits mostly inhibitors. 0.18% of 360,000 active. AID 720708; also: potency is read from the fitted curve at half-maximal effect; % is scaled to controls: 0 for no effect and ±100 for the full control effect; nearly all actives have a fitted effect of over 45% in size; many of its hits are not listed in these tables
# PLK1 PBD block: inhibitors of human PLK1 polo-box domain binding. Potency, µM, without a hit: max response, negative = inhibition, usual class: inhibitors. Plk1 PBD binding of FITC phosphopeptide, fluorescence polarization. P53350. 2.8% of 360,000 active; also: potency is read from the fitted curve at half-maximal effect; series mostly up to about 57 µM; % is scaled to controls: 0 for no effect and ±100 for the full control effect; nearly all actives have a fitted effect of over 65% in size
# Target sequence (P53350 whole entry, looked up, the tested form may be a part): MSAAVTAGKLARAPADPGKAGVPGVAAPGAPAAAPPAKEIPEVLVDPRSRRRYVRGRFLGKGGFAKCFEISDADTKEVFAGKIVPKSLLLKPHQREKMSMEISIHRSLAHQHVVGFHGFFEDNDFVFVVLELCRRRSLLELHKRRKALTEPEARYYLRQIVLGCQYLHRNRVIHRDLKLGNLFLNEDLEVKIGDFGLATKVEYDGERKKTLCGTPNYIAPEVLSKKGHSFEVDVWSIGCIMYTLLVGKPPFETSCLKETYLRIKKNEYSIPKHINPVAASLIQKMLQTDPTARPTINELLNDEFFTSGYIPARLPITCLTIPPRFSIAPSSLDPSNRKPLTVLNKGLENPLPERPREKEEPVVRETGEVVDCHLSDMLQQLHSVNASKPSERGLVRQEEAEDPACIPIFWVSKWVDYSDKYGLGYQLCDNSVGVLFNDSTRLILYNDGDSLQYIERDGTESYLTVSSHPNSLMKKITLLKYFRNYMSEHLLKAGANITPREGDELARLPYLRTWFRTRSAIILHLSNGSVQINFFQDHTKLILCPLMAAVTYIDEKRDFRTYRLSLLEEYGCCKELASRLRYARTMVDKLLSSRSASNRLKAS
# Mm-Cpn inhibitor: blocks the Methanococcus maripaludis chaperonin Mm-Cpn; purified Mm-Cpn ATPase, ADP Transcreener TR-FRET; Potency, µM (series often up to 76.9 µM), for inactives: top-dose activity, negative = inhibition, most hits filed as inhibitors; 0.031% of 330,000 active; AID 504842; also: potency is read from the fitted curve at half-maximal effect; % is scaled to controls: 0 for no effect and ±100 for the full control effect; nearly all actives have a fitted effect of over 80% in size
#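 Purified archaeal chaperonin (25 nM final) was preincubated with compound for 10 min at 37°C, then ATP (10 uM final) was added for 30 min at 37°C in Tris pH 7.4/KCl/MgCl2/DTT buffer. ADP was quantified by HTRF Transcreener TR-FRET.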
# CCT modulator: changes cytosolic chaperonin activity; purified chaperonin ATPase assay, HTRF ADP detection, 30 min; activity change, % (no concentration beside the values), hits read low; 0.3% of 360,000 active; in the data active = activity change below about -30%; also: % is scaled to controls: 0 for no effect and ±100 for the full control effect
#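 Nucleotide hydrolysis assay: TRiC at 20–40 nM final (set by batch activity) with 10 uM ATP, 30 min at 37 °C, in presence of 76 uM compound. Detection by competitive ADP HTRF, 30 min ambient.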
# WRN helicase inh: inhibitors of human WRN helicase. WRN helicase unwinding, fluorescent forked duplex, kinetic. Potency, µM (top dose mostly 114 µM), for inactives: at the top dose activity change, negative = inhibition, actives largely listed as inhibitors. Q14191. 0.46% of 360,000 active; also: potency is read from the fitted curve at half-maximal effect; % is scaled to controls: 0 for no effect and ±100 for the full control effect; nearly all actives have a fitted effect of over 55% in size
#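 WRN at 20 nM final preincubated with compound 15 min at room temperature; reaction started with 100 nM fluorophore/quencher forked duplex oligonucleotide and 2 mM ATP final. Unwinding followed kinetically by red fluorescence (ex 525, em 598 nm).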
# * = called active by the depositor; ? = inconclusive; nt = no result given; [ ] = remark or other dose. Unless noted, calls follow the shape of the dose curve; as a rule, active = well fitted curve in the direction sought with a large enough effect; inconclusive = small, poorly fitted or top-dose-only effect, or another doubt; inactive = no such curve, though single readings can be large; an effect the other way counts as inactive or inconclusive. The list is partial (hit frequency here may not be typical).
SMILES,EPAC1 antagonist,PI5P4Ka inh,EPAC1 ag,EPAC2 antagonist,PLK1 PBD block,Mm-Cpn inhibitor,CCT modulator,WRN helicase inh
Cc1ccc(C(=O)C(C)OC(=O)CN2C(=O)NC3(CCCC3)C2=O)cc1 (stereo not drawn),-5%,0,-16%,10%,0%,-1%,0.4,-10%
Cc1cc(C)n(CCc2nc(-c3ccco3)cs2)n1,-14%,nt,2%,10%,16µM*,0%,0.4,?
NC(=O)/C(=C\c1ccco1)NC(=O)c1ccc(Br)o1,6%,-7,3%,7%,-10%,nt,-0.7,-4%
CCCN(CCC)c1nc2ccccc2nc1C(C#N)C(=O)OC(C)COC (stereo not drawn),-15%,-2,21%,-16%,5%,-1%,-4.4,-16%
CCOC(=O)c1cnc(Nc2nc3ccccc3o2)nc1CSc1ncccn1,-14%,-13,8%,4%,?,nt,-1.8,-24%
Cn1ccs/c1=N\C(=O)Nc1ccccc1,1%,-6,-9%,2%,-17%,-1%,-4.0,5%
O=C(COC(=O)CCC(=O)c1cccs1)NC(=O)c1ccc(OC(F)F)cc1,6%,-9,1%,2%,3%,-1%,1.7,-1%
Cc1c(C(=O)/C=C/c2ccccc2F)c2cc(O)ccc2n1C,-2%,-18,13%,1%,-7%,nt,0.1,3%
CCC(=O)c1ccc(OCc2cn(CC(=O)c3ccc(O)cc3)nn2)cc1,-22%,-11,-19%,4%,-11%,nt,0.6,-1%
COc1cc(-c2nc(S(=O)(=O)c3ccc(Cl)cc3)c(N3CCOCC3)o2)cc(OC)c1OC,5%,nt,-2%,1%,-4%,2%,3.3,-5%
CCOC(=O)c1nnn(CC(=O)Nc2ccccc2)c1C(=O)OCC,5%,-2,-1%,-2%,-9%,1%,0.5,4%
O=C(O)c1ccc(CSCc2c(F)cccc2Cl)o1,7%,nt,-2%,9%,-8%,-1%,0.0,9%
Cc1cc(C)n2nc(C(=O)OCC(=O)Nc3ccc(Cl)cc3)nc2n1,5%,-1,10%,7%,1%,nt,-0.6,6%
COc1cc(C2SCC(=O)N2Cc2ccccc2)ccc1O (stereo not drawn),-8%,4,9%,-11%,-9%,1%,1.0,-3%
C=CCn1c(O)c(C=Nc2ccc(Cc3ccncc3)cc2)c(=O)[nH]c1=S,5%,-15,-1%,-1%,3%,0%,-1.3,3%
CCn1c(SCC(=O)c2cccs2)nnc1-c1cccs1,15%,nt,-4%,14%,?,?,-1.3,-16%
Cc1ccc(C(=O)N/C(=C\c2ccco2)C(=O)NCCCn2ccnc2)cc1,2%,-2,9%,-7%,-9%,-1%,-4.8,1%
CCc1c(C)nc(N2CCN(c3ccc(Cl)cc3)CC2)[nH]c1=O,21%,-9,8%,5%,24µM*,-2%,-1.2,-2%
CC(C)C[C@@H](CN1CCCC1CN1C(=S)NC[C@@H]1Cc1ccc(O)cc1)N1C[C@H](Cc2ccccc2)N(CC2CCCCC2)C1=S (stereo partly drawn),-5%,3,-3%,-10%,-7%,nt,0.1,-8%
O=C1NCCN1Cc1cccc(Cl)c1,-8%,nt,10%,1%,-3%,-1%,0.1,0%
CCOC(=O)C1CCN(C(=O)CN(c2ccc3c(c2)OCCO3)S(=O)(=O)c2ccccc2)CC1,-9%,-5,5%,3%,-10%,1%,-0.4,-3%
Cc1cccc(C)c1NC(=O)CSc1nnc(NC(=O)CN2CCOCC2)s1,-5%,-1,1%,-13%,-7%,1%,-0.8,-7%
Cn1nc(C(=O)NCC2COc3ccccc3O2)c2ccccc2c1=O (stereo not drawn),-12%,3,7%,-7%,2%,-3%,-4.6,-5%
COc1ccc(OCC(=O)Nc2ccc(C)cc2)cc1,4%,0,-2%,5%[57.1 µM],-2%,0%,1.0,4%
CC(=O)c1cc(Cl)ccc1OC(=O)c1ccco1,10%,nt,-5%,19%,-10%,0%,-0.1,-11%
C=CCNC(=O)NC(=O)COC(=O)c1ccccc1Sc1ccc(C(F)(F)F)cc1[N+](=O)[O-],-11%,-5,-8%,-12%,-4%,-1%,-2.2,-4%
CN(c1nc(-c2ccccc2)cs1)C1CCS(=O)(=O)C1 (stereo not drawn),6%,nt,-3%,19%,-2%,-1%,1.3,-10%
CC(C)CCOC(=O)C(C)Sc1n[nH]c(=O)[nH]c1=O (stereo not drawn),15%,0,3%,3%,-6%,0%,1.0,2%
O=C(c1ccco1)N1CCN(C(=O)c2ccc(CS(=O)c3ccc(Br)cc3)o2)CC1 (stereo not drawn),0%,0,11%,-16%,-16%,nt,0.9,-14%
CC(Oc1ccc(Cl)cc1Cl)C(=O)NCCC1=CCCCC1 (stereo not drawn),?,11,-6%,-4%,2%,0%,-0.9,-26%[57.1 µM]
COc1ccc(CCn2c(S)nc3ccccc3c2=O)cc1,9%,3,-12%,-7%,-1%,-2%,1.0,1%
CC(O)c1nc2ccccc2n1C/C=C/c1ccccc1 (stereo not drawn),-20%,nt,7%,-4%,-5%,1%,-1.0,-3%
CC(C)(C)CN1C(=O)C(=O)NC[C@@H]1Cc1ccc(O)cc1,1%,2,11%,2%,-1%,-1%,-0.1,-3%
Cc1cc2c(=O)n(CC(=O)NCC(=O)N3CCN(Cc4ccccc4)CC3)cnc2s1,21%,-2,6%,4%,-7%,-3%,-6.1,3%
O=C(NC(=S)Nc1ccccn1)c1cc(-c2ccccc2)nc2ccccc12,?,-5,5%,-6%,-4%,-12%,2.4,-13%
CCN(CC)S(=O)(=O)c1ccc2c(c1)c(=O)c(C(=O)N1CCN(c3ccccn3)CC1)cn2C,7%,1,-5%,0%,-6%,-1%,0.7,-2%[57.1 µM]
CN(C)CCN(Cc1cc2cc3c(cc2[nH]c1=O)OCCO3)C(=S)NCC1CCCO1 (stereo not drawn),-1%,-7,4%,4%,-1%,0%,0.2,5%
OC(COc1ccc(CNCCc2ccccc2F)cc1)CN1CCCCC1 (stereo not drawn),-33%,-4,-5%,-1%,-13%,1%,-4.0,1%
CC(=O)c1ccc(S(=O)(=O)Nc2cccc(-n3cnnn3)c2)cc1,-4%,-67*,-17%,-1%,?,-2%,0.8,56µM*
Cc1cccc(NC(=O)c2nc[nH]c2C(=O)NCCCNC(=O)c2[nH]cnc2C(=O)Nc2cccc(C)c2)c1,-6%,-1,3%,-19%,6%,-1%,-0.2,0%

# Compounds listed so far with bromine, in the order listed:
SMILES,EPAC1 antagonist,PI5P4Ka inh,EPAC1 ag,EPAC2 antagonist,PLK1 PBD block,Mm-Cpn inhibitor,CCT modulator,WRN helicase inh
NC(=O)/C(=C\c1ccco1)NC(=O)c1ccc(Br)o1,6%,-7,3%,7%,-10%,nt,-0.7,-4%
O=C(c1ccco1)N1CCN(C(=O)c2ccc(CS(=O)c3ccc(Br)cc3)o2)CC1 (stereo not drawn),0%,0,11%,-16%,-16%,nt,0.9,-14%

# Some values from the entries so far.
# Reading of CN(C)CCN(Cc1cc2cc3c(cc2[nH]c1=O)OCCO3)C(=S)NCC1CCCO1 (stereo not drawn) under PLK1 PBD block: -1%
# Reading of CC(=O)c1ccc(S(=O)(=O)Nc2cccc(-n3cnnn3)c2)cc1 under PI5P4Ka inh: -67*

# (further entries)
SMILES,EPAC1 antagonist,PI5P4Ka inh,EPAC1 ag,EPAC2 antagonist,PLK1 PBD block,Mm-Cpn inhibitor,CCT modulator,WRN helicase inh
Cc1c(N(C)S(=O)(=O)c2cccc(C(=O)NC(C)C)c2)c(=O)n(-c2ccccc2)n1C,6%,5,3%,-5%,30µM*,-3%,-23,-2%
Cc1cccc(-n2cnc(C(=O)N/N=C\c3ccc(Br)cc3)c2)n1,?,2,-3%,-9%,-10%,1%,-2.1,-33%[57.1 µM]
COC(=O)c1sc(NC(=S)NC(=O)c2ccccc2C)nc1C,-18%,-6,-10%,-5%,-22%,-17%,-3.8,23%
Cc1ccc(OCCNC(=O)CCc2nc3sc4c(c3c(=O)[nH]2)CCCC4)cc1,-17%,?,-7%,0%,2%,nt,-1.2,-6%[11.6 µM]
CCOc1cc(NC(=S)NC)c(OCC)cc1NC(=O)c1cccs1,-22%,1,3%,7%,-12%,-2%,-1.8,7%
CC(NC(=O)COC(=O)COc1ccc(C(=O)c2ccccc2)cc1)c1ccccc1 (stereo not drawn),11%,2,1%,2%,7%,-2%,0.9,-12%
COc1ccc(CN(C(=O)CSc2nnc(-c3ccccc3C)o2)c2ccc(F)cc2)cc1,-3%,0,19%,-2%,2%,1%,-1.6,-10%
COc1ccccc1CNC(=O)COc1ccc(S(=O)(=O)N2CCCC2)cc1,-22%,1,6%,-6%,-16%,2%,-2.1,3%
CN(C)c1oc(-c2ccco2)nc1C#N,-8%,1,0%,5%,3%,-4%,-0.6,-5%
Cc1ccc(S(=O)(=O)N2CCCCC2)cc1NC(=O)c1ccncc1,-11%,4,9%,-3%,-6%,0%,-0.2,6%
COC(=O)c1ccc(NC(=O)C2CC(=O)OC2c2ccccc2)cc1 (stereo not drawn),-15%,-3,-3%,-5%,-5%,-1%,-3.2,-2%
CCOc1ccccc1C(=O)n1nc2nc(C)cc(C)c2c1N,5%,nt,12%,6%,-11%,0%,-0.9,-10%
CC(C)Sc1ncnc2[nH]ncc12,-8%,6,7%,-3%,-7%,nt,-3.8,0%
COC(=O)c1c(N)n(-c2ccc(NC(C)=O)cc2)c2nc3ccccc3nc12,-3%,-8,-3%,2%,-6%,0%,0.3,-13%
O=C(O)c1ccccc1SCc1nc2ccccn2c1Br,-27%,3,4%,6%,-16%,-2%,-6.2,3%
O=C(NCc1ccncc1)C(=O)C1C(=O)Nc2ccccc21 (stereo not drawn),4%,0,2%,-6%,-14%,-1%,-3.0,8%
Cc1ccc(C)c(NC(=O)COC(=O)c2ccc3c(c2)OCO3)c1,-2%,9,3%,1%,3%,1%,-5.3,1%
CC(=O)c1cc2c(cc1F)C(C)(C)CCC2(C)C,7%,1,9%,16%,6%,nt,2.1,-16%
Cc1ccc(NC(=S)NC(=O)c2ccc(-c3ccc(Cl)cc3)o2)c(O)c1,6%,-11,-5%,9%,-4%,1%,0.0,1%
Cc1cc(C)n(S(=O)(=O)c2cc(Cl)ccc2Cl)n1,-10%,1,2%,-21%,-5%,1%,-0.5,3%
O=C(N/N=C/c1cc([N+](=O)[O-])cc(Br)c1O)C12CC3CCC(CC(C3)C1)C2,15%,-12,-8%,1%,-24%,-2%,0.8,3%
COc1ccc(OCC(O)Cn2c(Nc3ccccc3)nc3c2c(=O)n(C)c(=O)n3C)cc1 (stereo not drawn),10%,1,0%,1%[57.1 µM],3%,0%,1.2,-2%
